Screening data deposited in PubChem BioAssay by several laboratories.
CCHFV vOTU inh = CCHFV vOTU protease inhibition; Pep-AMC fluorescence; inhibition, % at 11.5 µM; actives 0.55% (n = 370,000); AID 651958; in the data active = inhibition above about 30%; note: 0% = vehicle wells with enzyme and 100% = no enzyme wells
Vc quorum ag = inducers of Vibrio cholerae quorum light production without autoinducers. V. cholerae BH1578 lux reporter, luminescence, 6 h. activation, % at 18.7 µM. actives 0.16% (n = 350,000). AID 588436; in the data active = activation mostly above about 9.7%, no sharp cut-off; inconclusive = no clear call, values can overlap the other calls; inactive = mostly below about 3.7%; note: not every result past the cut was called active; inactives centre near 0; reference of the scale not given here
SARS 3CLpro inh = SARS-CoV 3CLpro protease inhibition; recombinant SARS-CoV 3CLpro, quenched FRET peptide cleavage; inhibition, % at 6 µM; actives 0.14% (n = 290,000); AID 1706; in the data active = inhibition above about 12%
VHR inh abs = inhibitors of human VHR1 phosphatase (DUSP3); recombinant VHR phosphatase, pNPP absorbance; inhibition, % at 13.3 µM; actives 0.52% (n = 290,000); P51452; AID 1654; in the data active = inhibition above about 50%; note: some compounds called inactive have numbers as strong as hits
Target sequence (P51452 whole entry, looked up): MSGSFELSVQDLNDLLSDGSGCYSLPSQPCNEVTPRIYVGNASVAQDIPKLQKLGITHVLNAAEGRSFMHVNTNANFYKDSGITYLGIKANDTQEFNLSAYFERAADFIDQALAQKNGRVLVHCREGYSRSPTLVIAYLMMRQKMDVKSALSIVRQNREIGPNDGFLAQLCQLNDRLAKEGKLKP
SSB-PriA inh = blocks PriA binding to SSB C-terminal tail. inhibition, % at 33 µM. AlphaScreen SSBct-PriA binding, biotinylated peptide. AID 1272365. actives 0.6% (n = 430,000); in the data active = inhibition mostly above about 37%, no sharp cut-off; inactive = mostly below about 20%;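 note: plate controls were negative control peptide for no effect and reference peptide for full effect; strong numbers were not always called active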
BoNT A protease = inhibitors of Botulinum neurotoxin A light chain protease; multiplex microsphere protease substrate cleavage, flow cytometry; inhibition, % at 10 µM; actives 0.17% (n = 360,000); AID 588499; note: plate controls were buffer without enzyme for full effect and enzyme alone for no effect
Yp Topo-I inh = Y. pestis Topo-I inhibition via cleavage products; Y. pestis Topo-I cleavage product accumulation, plate reader; activity, % at 10 µM; actives 0.064% (n = 360,000); AID 504884; in the data active = activity above about 50%, passing the limit was not always enough; inconclusive = no clear call, values can overlap the other calls; note: inactives centre near 2
Anthrax LF prot = anthrax lethal factor protease inhibition; P15917; multiplex microsphere protease cleavage assay, LF; actives 0.12% (n = 360,000); inhibition, % at 10 µM; AID 588501; note: plate controls were buffer without enzyme for full effect and enzyme alone for no effect
Target sequence (P15917 whole entry, looked up): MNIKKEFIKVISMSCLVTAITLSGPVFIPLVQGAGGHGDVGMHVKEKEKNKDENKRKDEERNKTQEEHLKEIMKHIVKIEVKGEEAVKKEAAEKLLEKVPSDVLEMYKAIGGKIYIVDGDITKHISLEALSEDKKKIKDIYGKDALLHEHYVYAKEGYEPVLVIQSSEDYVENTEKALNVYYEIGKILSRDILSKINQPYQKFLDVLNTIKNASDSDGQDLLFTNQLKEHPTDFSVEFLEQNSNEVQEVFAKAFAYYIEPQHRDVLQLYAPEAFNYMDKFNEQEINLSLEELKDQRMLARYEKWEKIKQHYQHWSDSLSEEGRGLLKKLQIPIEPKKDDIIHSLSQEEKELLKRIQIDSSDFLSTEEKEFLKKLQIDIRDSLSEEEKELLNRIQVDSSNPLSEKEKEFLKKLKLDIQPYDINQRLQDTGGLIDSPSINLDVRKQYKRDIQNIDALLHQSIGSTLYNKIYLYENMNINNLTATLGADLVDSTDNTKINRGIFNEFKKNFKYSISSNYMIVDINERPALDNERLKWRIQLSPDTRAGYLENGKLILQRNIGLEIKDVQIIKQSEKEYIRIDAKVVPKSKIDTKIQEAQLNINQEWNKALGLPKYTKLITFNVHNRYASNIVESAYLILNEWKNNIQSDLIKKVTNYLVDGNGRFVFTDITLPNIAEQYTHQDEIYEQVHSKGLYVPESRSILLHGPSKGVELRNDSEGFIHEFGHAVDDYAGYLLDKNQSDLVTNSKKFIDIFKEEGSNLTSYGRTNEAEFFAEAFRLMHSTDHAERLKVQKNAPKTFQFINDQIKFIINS
PfHsp40 yeast = rescue of PfHsp40-mediated yeast toxicity | growth rescue, % at 12.5 µM | actives 0.68% (n = 340,000) | S. cerevisiae expressing PfHsp40, growth rescue, ATP luminescence | AID 504582; in the data active = growth rescue above about 28%, passing the limit was not always enough; inconclusive = no clear call, values can overlap the other calls;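 note: yeast W303a lacking pdr1 and pdr3 grown in galactose medium; growth measured after three days at 30 °C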
TcdB GH inh = inhibitors of Clostridioides difficile toxin B glycohydrolase; TcdB glycohydrolase enzymatic assay, plate reader; AID 652162; actives 0.24% (n = 350,000); inhibition, % at 9.99 µM; P18177; in the data active = inhibition above about 10%
Starred values were filed as active, the others as inactive; i = inactive; ? = inconclusive; . = not tested or not shown; & = joins results of further samples. Cut-off read from the data, not from the text of the source, unless noted: active = inhibition above about 30%; inconclusive = no clear call, values can overlap the other calls; inactive = below that. Some of the compounds tested; rates above refer to the full screens.

SMILES	CCHFV vOTU inh	Vc quorum ag	SARS 3CLpro inh	VHR inh abs	SSB-PriA inh	BoNT A protease	Yp Topo-I inh	Anthrax LF prot	PfHsp40 yeast	TcdB GH inh
CN(Cc1ccco1)C(=O)CC[C@H]1O[C@@H](n2ccc(=O)[nH]c2=O)[C@H](O)[C@@H]1O	-3	.	.	.	.	0.0	.	5	.	0.1
CCOc1ccc(S(=O)(=O)/N=C(\N)c2ccccc2)cc1	8	-0.5	-3	-2	.	.	-2	.	0.0	1.2
COc1ccc(OC)c(S(=O)(=O)N2CCCC(C(=O)NCc3ccncc3)C2)c1 (stereo unspecified)	0	-0.7	-5	21	5	-1.4	-4	-4	-1.6	0.0
Nc1n[nH]c(-c2ccc(F)cc2)n1	-6	-0.2	-5	21	-21	-1.1	-2	-4	-1.7	.
CCC(CCC(=O)Nc1ccc(S(N)(=O)=O)cc1)C(=O)O (stereo unspecified)	2	i	2	-20	-11	-1.0	-1	-3	-2.0	.
Cc1ccc2c(c1)COc1c3ccc(C(=O)NCCO)cc3nn1-2	-2	-0.4	.	19	10	-0.2	2	-4	0.4	-1.8
O=C(NCc1ccc2c(c1)OCO2)C1CCCCC1	-7	-0.4	-6	27	3	-2.1	-2	-8	0.0	1.8
Cc1cccc(C(=O)Nc2nnc(-c3ccco3)o2)c1	-12	-0.2	2	7	5	-0.7	11	0	3.4	0.1
O=C(Cn1c(NCCO)nc2ccccc21)N1CCN(Cc2ccccc2)CC1	8	i	-4	9	7	0.1	6	-3	0.2	0.4
COc1ccc(OC(=O)N(C)C[C@@H]2OCc3cnnn3CCCC(=O)N([C@@H](C)CO)C[C@H]2C)cc1	12	-0.2	.	.	.	0.3	3	-4	.	2.2&-0.8
O=C(c1ccco1)N1CCN(C(=O)C2CC(c3ccc(F)cc3)=NO2)CC1 (stereo unspecified)	-2	-0.4	-2	25	-10	-0.5	1	-7	-0.4	-4.1
Cc1ccc(S(=O)(=O)N2CCN(C(=O)COC(=O)c3cnc(C)cn3)CC2)c(C)c1	8	-0.4	.	.	-16	4.4	11	2	-1.2	0.0
Cc1cccc(C)c1NC(=O)COC(=O)c1cccnc1	-12	i	6	8	2	0.5	3	2	1.0	0.6
CC(C)(C)c1ccc(C(=O)Nc2nnc(C3=COCCO3)o2)cc1	4	i	4	-23	-1&-20	1.8	-1	2	2.5	0.3
CCN(CC)Cc1c(O)ccc2cc(-c3nc4ccccc4n3C)c(=O)oc12	-373	i	0	.	-9	-1.4	-6	4	0.8	0.6
O=C1OCCC1=COCCCCCOC=C1CCOC1=O	6	i	.	.	.	-0.7	14	-11	.	0.2
CC1CCN(CCCCOc2ccc(Cl)cc2)CC1	.	-0.6	0	18	3	-3.4	5	-7	-0.7	.
Cn1c(-c2ccccc2)n[nH]c1=S	-4	i	3	24	0	0.2	-6	-5	0.2	2.3
O=C(N/N=C/c1ccc([N+](=O)[O-])s1)c1ccncc1	.	i	2	18	.	-0.5	-3	-1	1.3	.
O=S(=O)(Nc1ncnc2sc3c(c12)CCC3)c1ccc2ccccc2c1	19	i	5	6	-35	0.5	18	-2	2.0	.
Cc1cnc(C(=O)OCc2ccc(Br)cc2F)cn1	9	-0.5	-2	58*	-13	1.8	-6	0	-0.6	0.5
COc1ccc(-c2cc(C(=O)N3CCCCC3)no2)cc1OC	-8	-0.2	1	27	-10	-0.6	-13	0	1.6	1.1
CN1C[C@@H]2[C@@H]3C(=O)N(C)C(=O)[C@@H]3[C@](C)(C1=O)N2C(=O)c1ccc(Cl)cc1	24	i	.	.	-17	-0.4	-4	5	-1.3	.
COc1cc(C(C)=O)ccc1OCC(=O)N1CCCC1c1ccc2c(c1)OCCCO2 (stereo unspecified)	-3	-0.5	.	.	.	-0.3	-3	1	.	-0.5
CC(C)Oc1ccc(CC2CC(=O)NC2=O)cc1 (stereo unspecified)	-7	-0.5	-4	-4	-11	-1.2	5	3	0.9	.
CCOC(=O)Cc1csc(NC(=O)c2ccc(S(=O)(=O)N(CCOC)CCOC)cc2)n1	-12	i	4	8	-4	0.0	1	2	-1.2	-0.7
CCCCCSc1nc2c(c(=O)[nH]c(=O)n2C)n1C	7	i	-3	0	-5	-0.1	4	0	-0.1	0.7
Cc1ccc(C(=O)Cn2nnc3ccccc32)cc1[N+](=O)[O-]	4	-1.2	5	13	-16	2.0	-3	-13	0.1	1.8
CCc1ccnc(NC(=O)Nc2ccc(OCc3ccccc3)cc2)c1	.	i	2	3	13	2.6	8	-4	-1.3	.
O=C(Nc1ccc2c(c1)OCO2)N1CCN(c2ccc(F)cc2)CC1	-2	-0.5	0	57*	4	-0.6	1	1	0.9	0.2
COc1cccc(CNCc2cccnc2)c1OCc1ccccc1	3	-0.3	4	1	-7	-0.1	4	-9	0.1	0.8
CC(C)NC(=O)COc1ncnc2sccc12	-10	i	4	3	-8	1.8	5	-3	-1.3	.
CC(C(=O)Nc1nncs1)N1C(=O)C2C3C=CC(C3)C2C1=O (stereo unspecified)	5	-0.2	1	20	-11	-0.8	-6	-2	-0.4	-9.4
O=C(Nc1cccnc1)c1ccc(-c2ccc(Cl)cc2)o1	-6	-0.5	6	-15	-19	-0.5	3	-4	0.2	1.2
COc1ccc(Cl)cc1C(=O)CSc1nnnn1C1CCCC1	10	5.3	5	-18	-42	1.3	21	-5	32*	.
CC(Oc1ccccc1)C(=O)N=C1SC2CS(=O)(=O)CC2N1Cc1ccc(F)cc1 (stereo unspecified)	14	i	5	17	-8	-3.2	12	-1	0.8	2.8
CS(=O)(=O)c1ccc(Cl)c(NC(=O)COC(=O)CCCN2C(=O)c3cccc4cccc(c34)C2=O)c1	-10	0.6	.	.	-1	.	-1	.	2.1	-0.7
CC(=O)c1ccc(NC(=S)N2CCN(c3ccccn3)CC2)cc1	-18	-0.4	-2	-16	2	-1.0	0	-8	3.2	1.3
O=C(NC1CCCc2ccccc21)C12CC3CC(CC(O)(C3)C1)C2 (stereo unspecified)	9	-0.5	-5	-13	-11	1.2	11	-1	2.1	-1.3
COc1ccc(/C=N/NC(=O)CCc2ccccc2)cc1O	0	-0.4	-6	32	.	-1.9	-4	-4	-1.9	.

In a second layout: entries from further up
smiles | CCHFV vOTU inh | Vc quorum ag | SARS 3CLpro inh | VHR inh abs | SSB-PriA inh | BoNT A protease | Yp Topo-I inh | Anthrax LF prot | PfHsp40 yeast | TcdB GH inh
CN(Cc1ccco1)C(=O)CC[C@H]1O[C@@H](n2ccc(=O)[nH]c2=O)[C@H](O)[C@@H]1O | -3 | . | . | . | . | 0.0 | . | 5 | . | 0.1
Cn1c(-c2ccccc2)n[nH]c1=S | -4 | i | 3 | 24 | 0 | 0.2 | -6 | -5 | 0.2 | 2.3

More entries follow.
SMILES	CCHFV vOTU inh	Vc quorum ag	SARS 3CLpro inh	VHR inh abs	SSB-PriA inh	BoNT A protease	Yp Topo-I inh	Anthrax LF prot	PfHsp40 yeast	TcdB GH inh
O=C(COC(=O)COc1ccc(Cl)cc1Br)NC1CCCCCC1	-2	0.0	.	.	2	0.1	33	-6	-0.7	0.7
COCCNC(=O)C1CCCN(Cc2ccccc2Cl)CC1 (stereo unspecified)	.	i	.	.	.	0.0	1	-4	.	.
O=S(=O)(Cc1ccc(Cl)cc1)C1CCCCC1O (stereo unspecified)	-4	i	5	43	-5	-0.2	-1	-7	0.7	1.9
Cc1cccc(C)c1OCC(O)CN1CCN(C(=O)c2ccccc2)CC1 (stereo unspecified)	0	-0.6	.	.	.	-0.1	3	1	.	0.2
CC(=O)Nc1ccc(S(=O)(=O)N(C)CC(=O)Nc2ccccc2N2CCCC2)cc1	-3	i	.	.	-4	?	1	?	-0.4	-0.7
O=C(COC(=O)CC1CC2CCC1C2)Nc1c(F)cccc1F (stereo unspecified)	-4	-0.1	0	22	1	0.2	5	-7	6.5	1.1
O=C1NC(=S)S/C1=C\c1coc2ccc(O)cc2c1=O	-12	-0.4	-2	3	4	-0.5	-8	-3	-0.5	-0.3
COc1ccc(-c2nnc(COc3ccc(Br)cc3C)o2)cc1	-8	-0.8	.	.	-20	-0.5	30	-4	.	1.5
O=C(Nc1ccc(Cl)cn1)c1ccc2ccccc2n1	-2	-0.7	-6	21	-20	0.1	2	0	0.4	.
COc1cc(/C=C/C(=O)OCC(=O)N2CCCc3ccccc32)ccc1O	0	i	.	.	7	-0.1	7	5	0.3	3.0
Cc1ccc(C(=O)NCC(=O)NCCCc2ccccc2)cc1	8	-0.8	5	16	-11	-2.9	-1	-11	-0.1	1.1
CCc1cc(=O)oc2cc(OC(C)=O)cc(OC(C)=O)c12	-238	i	1	11	-2	-0.7	-1	3	-1.1	.

By substructure, the entries above with an aryl methoxy group.
SMILES	CCHFV vOTU inh	Vc quorum ag	SARS 3CLpro inh	VHR inh abs	SSB-PriA inh	BoNT A protease	Yp Topo-I inh	Anthrax LF prot	PfHsp40 yeast	TcdB GH inh
COc1ccc(OC)c(S(=O)(=O)N2CCCC(C(=O)NCc3ccncc3)C2)c1 (stereo unspecified)	0	-0.7	-5	21	5	-1.4	-4	-4	-1.6	0.0
COc1ccc(OC(=O)N(C)C[C@@H]2OCc3cnnn3CCCC(=O)N([C@@H](C)CO)C[C@H]2C)cc1	12	-0.2	.	.	.	0.3	3	-4	.	2.2&-0.8
COc1ccc(-c2cc(C(=O)N3CCCCC3)no2)cc1OC	-8	-0.2	1	27	-10	-0.6	-13	0	1.6	1.1
COc1cc(C(C)=O)ccc1OCC(=O)N1CCCC1c1ccc2c(c1)OCCCO2 (stereo unspecified)	-3	-0.5	.	.	.	-0.3	-3	1	.	-0.5
COc1cccc(CNCc2cccnc2)c1OCc1ccccc1	3	-0.3	4	1	-7	-0.1	4	-9	0.1	0.8
COc1ccc(Cl)cc1C(=O)CSc1nnnn1C1CCCC1	10	5.3	5	-18	-42	1.3	21	-5	32*	.
COc1ccc(/C=N/NC(=O)CCc2ccccc2)cc1O	0	-0.4	-6	32	.	-1.9	-4	-4	-1.9	.
COc1ccc(-c2nnc(COc3ccc(Br)cc3C)o2)cc1	-8	-0.8	.	.	-20	-0.5	30	-4	.	1.5
COc1cc(/C=C/C(=O)OCC(=O)N2CCCc3ccccc32)ccc1O	0	i	.	.	7	-0.1	7	5	0.3	3.0
